cardiac RTF act = cardiac RTF calcium sensitization; activation, % at 7.2 µM; P19429+P45379; 340,000 tested, 0.24% active; IANBD-labeled TnC RTF fluorescence at EC20 calcium; 0% EC20 calcium, 100% full calcium;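 active = activation above the mean over all tested compounds plus 3 SD, cut at about 30% in these data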;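 also: rise in fluorescence read as greater calcium sensitivity of cardiac thin filaments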
CAL PDZ FP-1 = blocks peptide binding to human CAL PDZ domain; AID 504414; inhibition, % at 20 µM; 330,000 tested, 0.02% active; purified CAL PDZ, TMR-peptide fluorescence polarization, 1 h;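 active = highest replicate inhibition of at least 40%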;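 also: plate controls were DMSO neutral control wells for no effect and unlabeled competitor peptide control wells for full effect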
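Test system: purified CerCALP PDZ construct; Compound dosing: one concentration, 20 µM compound; Also added: TMR-labelled reporter peptide T*-PRC34 bound in PDZ groove; Read-out: inhibition from polarization loss; Controls: unlabelled peptide and DMSO controls; Signal: FP readout, S and P plane fluorescence; Incubation: 1 h at RT.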
MITF act = increases MITF-driven TRPM1 promoter luciferase signal. SK-MEL-5 TRPM1-promoter luciferase, 24 h; % of positive control, neutral wells = 0. activation, % at 12.5 µM. 300,000 tested, 0.75% active. AID 588334;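 active = mean activation of at least 80% with every replicate also reaching 80%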;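 also: 0% = neutral control wells and 100% = parthenolide positive control wells; values of inactives mirror those of a sister screen read the other way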
Wnt bcat act = activates Wnt/beta-catenin signaling in a reporter cell assay. activator, plate reader. activation, % at 9.35 µM. 300,000 tested, 1.2% active; in the data active = activation above about 30%, passing the limit was not always enough;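 also: 0% = neutral control wells and 100% = positive control wells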
dFosB act = enhances mouse delta FosB homodimer DNA binding; P13346; purified delta FosB, TAMRA-CDK5 oligo fluorescence polarization; percent of positive-control signal above neutral wells; activation, % at 25 µM; 340,000 tested, 0.99% active; AID 493131;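 active = mean activation above about 17%, with every replicate also reaching it, limit read from the data, passing the limit was not always enough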;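 also: fluorescence polarization rise as delta FosB binds a TAMRA Cdk5 AP-1 oligo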
Target sequence (P13346 whole entry, looked up): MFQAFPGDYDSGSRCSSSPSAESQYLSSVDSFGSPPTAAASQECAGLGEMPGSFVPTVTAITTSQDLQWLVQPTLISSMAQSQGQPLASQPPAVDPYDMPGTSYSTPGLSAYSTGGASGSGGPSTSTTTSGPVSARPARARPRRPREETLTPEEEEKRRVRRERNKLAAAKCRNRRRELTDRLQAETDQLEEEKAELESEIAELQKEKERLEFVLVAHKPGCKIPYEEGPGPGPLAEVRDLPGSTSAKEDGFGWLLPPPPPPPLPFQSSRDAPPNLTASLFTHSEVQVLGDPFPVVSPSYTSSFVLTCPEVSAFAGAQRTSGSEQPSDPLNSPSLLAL
CAL PDZ FP-2 = inhibitors of human CAL PDZ peptide binding | inhibition, % at 24.9 µM | AID 602252 | purified CAL PDZ, TMR-peptide fluorescence polarization, 1 h | 300,000 tested, 0.92% active | Q9HD26;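 active = mean inhibition of at least 30% with at least half of replicates also reaching 30%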;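 also: 0% = DMSO neutral control and 100% = excess unlabeled competitor peptide PRC23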
Rtt109 Vps75 = inhibitors of Candida albicans Rtt109/Vps75 histone acetyltransferase. 330,000 tested, 0.16% active. AID 540336. inhibition, % at 34.9 µM. purified Rtt109/Vps75, ThioGlo CoA-SH fluorescence, 4 h;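 active = inhibition of at least 50% in every replicate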
Target sequence (Q5AAJ8 whole entry, looked up): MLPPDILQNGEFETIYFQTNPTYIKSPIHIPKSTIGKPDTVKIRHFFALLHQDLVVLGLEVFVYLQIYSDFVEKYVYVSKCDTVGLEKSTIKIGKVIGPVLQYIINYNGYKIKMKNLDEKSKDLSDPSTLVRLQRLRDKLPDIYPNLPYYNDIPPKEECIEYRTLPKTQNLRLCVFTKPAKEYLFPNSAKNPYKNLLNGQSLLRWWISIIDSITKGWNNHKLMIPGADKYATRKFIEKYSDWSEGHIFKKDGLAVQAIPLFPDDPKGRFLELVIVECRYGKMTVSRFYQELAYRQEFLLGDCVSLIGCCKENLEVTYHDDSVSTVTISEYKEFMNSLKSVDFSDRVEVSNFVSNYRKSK
Tat transport = E. coli Tat transport inhibition | 340,000 tested, 0.036% active | inhibition, % at 10 µM | E. coli MC4100 TorA-mCherry Tat export, fluorescence;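 active = mean replicate inhibition at least 50% and at least half of replicates individually reaching 50%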;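 also: exported cargo escapes ClpAP degradation while cytoplasmic cargo is degraded and loses fluorescence; 0% = median of neutral control wells and 100% = median of NaSCN control wells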
V-ATPase pHluor = alters yeast V-ATPase proton transport | S. cerevisiae, pHLuorin cytosolic pH fluorescence | AID 504577 | 350,000 tested, 0.37% active | response, % at 10 µM; in the data active = response mostly above about 7.3%, no sharp cut-off; inactive = mostly below about 5.4%; also: actives read high; inactives centre near 0; some compounds called inactive have numbers as strong as hits
CDK5 inh = inhibitors of human CDK5/p35 kinase; Recombinant CDK5/p35, ADP-Glo luminescence, 60 min; inhibition, % at 10 µM; AID 488839; 330,000 tested, 0.01% active; Q00535+Q15078;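 active = highest replicate inhibition of at least 50% and at least 75% of replicates reaching 50%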;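 also: plate controls were DMSO neutral control for no effect and GW8510 at 10 µM for full effect; many of its hits are not listed in these tables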
Active calls of the source: *; / = not tested or not shown.

Structure	dFosB act	cardiac RTF act	Wnt bcat act	Tat transport	CAL PDZ FP-1	CAL PDZ FP-2	Rtt109 Vps75	CDK5 inh	MITF act	V-ATPase pHluor
Cc1cc(C)c(C(=O)N2CCCC(N3CCN(c4cccc(C(F)(F)F)c4)CC3)C2)o1 (stereo unspecified)	1	0	-2	9	-3.1	-4	16	-0.1	-9	-2
CCN(CC)CC(=O)Nc1sc(C)cc1C(=O)c1ccccc1	-4	-2	-5	11	-1.0	1	4	1.0	-11	-5
CCOc1cccc(C(=O)Nc2ccc(NC(=O)c3cc4ccccc4o3)c(OC)c2)c1	1	-7	-3	-1	-0.4	-6	5	0.1	/	-7
Cc1sc2ncn(CC(=O)N3CCC(C(N)=O)CC3)c(=O)c2c1S(=O)(=O)N1CCOCC1	-5	-5	-2	-5	0.0	/	24	-0.2	1	-4
Cc1c(NC(=S)NC(=O)C(C)(C)C)c(=O)n(-c2ccccc2)n1C	4	1	-2	6	-0.3	-8	0	0.5	6	4
O=C(CNS(=O)(=O)c1ccccc1)NCc1ccccn1	-6	-1	/	3	-2.9	-8	4	1.0	0	3
Cc1oc(-c2ccccc2F)nc1CN1CCC(C(=O)NCCC2=CCCCC2)CC1	-13	-3	-7	-1	-1.9	-5	15	1.7	-11	3
Cc1cccc(NC(=O)c2ccccc2C(=O)Nc2cccc(C)c2)c1	-1	8	-2	14	-1.2	-4	0	0.3	9	0
CCCN1C(=O)/C(=C2/C=Cc3ccccc3N2CC)SC1=S	0	-1	0	3	-20	3	1	0.1	12	-1
Cc1cc(C)cc(N(CC(=O)NC2CCCCCC2)S(=O)(=O)c2c(C)[nH]c(=O)[nH]c2=O)c1	-19	-1	0	0	0.4	/	/	-0.2	-3	6
COc1ccc(CCNC(=O)c2n[nH]c(=O)c3ccccc23)cc1	-8	5	/	-5	-1.2	-4	-30	-1.1	2	-1
O=C(CN1C(=O)CCC1=O)Nc1ccc(Br)cc1	1	0	/	-8	-0.4	-3	-1	2.5	-12	3
COc1ccc(C(=O)ON=C2CCN(c3ccc([N+](=O)[O-])cc3)CC2)cc1	-5	0	-1	-6	-2.0	0	1	-1.6	10	0
CC(=O)c1c(C)[nH]c(C(=O)OCc2cccc(Cl)c2)c1C	-24	-1	0	1	-1.1	2	-3	1.0	31	-3
CCOc1ccccc1NS(=O)(=O)c1cccs1	3	12	/	4	-1.7	-2	0	0.3	/	0
COCCNCC#CCOc1ccc(OC)cc1	-1	-2	/	4	-2.3	-1	19	0.2	3	0
CC(=O)Nc1nc2ccc(S(=O)(=O)N3CCCC3)cc2s1	-6	1	-2	8	-2.9	2	5	1.3	0	-2
CCN(CC)C1CCCCC1NS(=O)(=O)c1ccc(Cl)cc1 (stereo unspecified)	-3	-5	16	-8	-0.4	/	-2	-0.2	13	-1
O=Cc1c(-c2ccc(F)cc2)nc2ccccn12	-8	4	3	1	-0.8	6	5	-0.3	5	-2
O=C(CCSc1nnc(-c2ccncc2)o1)Nc1ccc(Cl)cc1	-8	4	-1	8	-0.5	1	-1	0.2	1	0
Cc1cnc(C(=O)Nc2ccccc2-n2cccc2)cn1	-1	7	/	1	-2.5	-2	0	0.6	-3	5
Cn1ncc(Cl)c1C(=O)N1CCN(c2ncccn2)CC1	1	4	-1	-8	-1.6	-4	/	-2.5	-10	-2
O=C(CCC(=O)c1ccc(F)cc1)OC1CCOC1=O (stereo unspecified)	0	-1	-1	-1	0.6	2	-14	-4.4	/	5
O=C(NCc1ccccn1)Nc1ccc(Cl)c(Cl)c1	0	-1	/	-1	-3.4	-4	3	-1.1	18	-3
Cc1cccc(C)c1NC(=O)NC1(C(=O)N2CCCCC2)CCCCC1	-5	4	-1	1	-1.9	-6	-1	-0.5	0	9
CCN(CC)S(=O)(=O)c1cccc(NC(=O)COC(=O)c2ccc(Br)o2)c1	-7	-2	-1	-2	/	-2	6	-0.7	1	2
CCNC(=S)N/N=C(\C)c1cccc(OC)c1	8	2	1	-3	1.0	/	-5	-1.5	-5	-4
CCOc1ccc(-c2nnc(SCC(=O)NC3CC3)o2)cc1	0	-2	25	3	-0.9	-2	0	-0.6	20	10.0*
CCCc1ccc(-c2cc(NC(=O)CSc3nnc(N)s3)n(-c3ccccc3)n2)cc1	-5	-6	-1	8	-0.7	0	/	0.2	76	-4
Cc1nnc(NC(=O)Cn2nc(C)c3ccccc3c2=O)s1	3	5	-6	-10	1.1	-3	-9	-2.1	13	2
COc1cccc(NC(=O)CN(C)C(=O)c2cc(S(=O)(=O)N3CCCCCC3)ccc2OC)c1	-5	-3	-1	-1	-0.4	-5	-4	1.9	0	6
O=C(NC1CC1)C1=C[C@@H](c2ccc(C(F)(F)F)cc2)C[C@@H](OCCCCO)O1	0	-1	2	3	1.3	-2	-2	0.4	3	1
O=C(Nc1cc(F)ccc1F)C1CCCN1S(=O)(=O)c1cccc2nsnc12 (stereo unspecified)	-7	-3	-1	-2	-0.3	5	22	0.6	-2	1
CCC(C)NC(=O)Cn1nc([N+](=O)[O-])c(Cl)c1C (stereo unspecified)	0	11	/	-4	-0.7	-2	3	0.8	11	0
COc1ccc(OC)c(C(=O)c2coc3ccc(OCC(=O)O)cc23)c1	0	-4	-1	-3	-0.4	-3	-7	1.5	-3	5
COC(=O)c1ccc(CSc2nc3c(cnn3-c3ccc(Cl)cc3)c(=O)[nH]2)o1	-6	8	/	3	-1.4	-6	6	-1.5	6	-3
O=C(Cn1ncc(Cl)c(Cl)c1=O)NCC1CCCCC1	-4	-1	-13	-3	-1.9	1	-6	-1.6	-92	1
CN(C)/C=C(/C(=O)c1ccc(F)cc1)S(=O)(=O)c1ccc(F)cc1	4	-5	3	3	-0.4	-2	-4	1.0	36	-2
CCn1cc(Cl)c(C(=O)NNC(=O)CCn2cc([N+](=O)[O-])cn2)n1	-5	16	-2	5	0.0	0	5	2.1	7	-1
CC(CCc1ccccc1)NC(=O)c1ccc(-n2cncn2)c([N+](=O)[O-])c1 (stereo unspecified)	-5	-1	1	8	-2.4	0	2	1.2	-11	-2
Cc1cccc2cc(CN(C(=O)c3cccs3)c3ccccc3)c(=O)[nH]c12	-6	5	/	2	0.2	-2	-4	0.1	11	-2
N#C/C(=C(/O)CCl)c1nc(-c2ccccc2)cs1	-11	0	20	2	-1.4	0	3	1.7	7	-1
Cc1ccc(C)c(Nc2cc(C(=O)NCc3cccnc3)c3ccccc3n2)c1	-8	1	-2	3	-1.0	3	16	0.1	-14	-8
O=C(N1CCOCC1)N1CCN(S(=O)(=O)c2ccc(F)cc2)CC1	-1	5	-2	-1	-2.3	/	19	0.2	/	7
CCOC(=O)n1c(O)c(N=NC(N)=S)c2cc(C)ccc21	-7	1	2	6	-1.4	-2	2	-0.9	-6	-1
O=C(CN1CCN(C(=O)c2ccco2)CC1)Nc1ccc2c(c1)OCO2	-1	-3	/	0	0.4	-3	12	-2.1	6	1
COC(=O)c1c(C)[nH]c(C(=O)C(C)Sc2nnc(-c3cc(OC)c(OC)c(OC)c3)o2)c1C (stereo unspecified)	-14	0	-9	11	-2.1	1	7	-0.1	-9	-2
O=C(OCC(=O)N1CCN(S(=O)(=O)c2ccc(Cl)cc2)CC1)c1cc(Br)ccc1O	-3	12	-1	-1	0.2	-1	2	0.7	-6	-1
O=C(NCc1ccccc1)[C@@H]1C[C@H]1[C@@H](NP(=O)(c1ccccc1)c1ccccc1)c1ccccc1	4	3	-3	3	-0.4	-1	-5	0.6	-13	-2
COc1ccc([N+](=O)[O-])cc1NC(=O)C(C)OC(=O)/C=C/c1ccco1 (stereo unspecified)	-10	1	/	-15	-1.2	-4	-1	0.9	6	1

(further entries)
Structure	dFosB act	cardiac RTF act	Wnt bcat act	Tat transport	CAL PDZ FP-1	CAL PDZ FP-2	Rtt109 Vps75	CDK5 inh	MITF act	V-ATPase pHluor
COc1ccc(C(=O)N2CCN(c3ccccc3Cl)CC2)cc1S(=O)(=O)NC1CC1	-4	2	-2	-2	-0.7	9	-6	0.1	-4	1
CCN(CC)C(=O)c1sc2nc(-c3cccs3)cc(-c3ccc(Cl)cc3)c2c1N	-9	11	/	-8	-3.5	-2	-11	-0.1	-1	-8
Cc1cc(Br)ccc1NC(=O)c1ccccc1-c1ccccc1	-2	-10	-8	3	-1.3	-1	-9	1.9	11	3
COc1ccc(/C=N/Nc2nc(C)cc(-c3ccccc3)n2)cc1OC	-12	0	0	0	0.6	/	-10	-0.1	9	6
N#Cc1nc(-c2ccc([N+](=O)[O-])cc2)oc1N1CCCCC1	-3	9	-1	3	/	-3	-1	0.6	5	-2
Cn1nccc1C(=O)NC1CCCc2c1cnn2-c1ccc(F)cc1F (stereo unspecified)	-9	6	-8	6	-4.0	1	-4	0.9	-24	-2
NC(=O)COC(=O)c1cc(S(=O)(=O)N2CCOCC2)ccc1N1CCCCC1	2	-1	-2	-3	-1.3	1	-2	0.7	-4	0
C/C(=N\NC(=O)Cn1c(-c2ccccn2)nc2ccccc21)c1ccccc1	-9	-7	-2	5	-2.7	-4	25	0.4	0	-1
CN(CC(O)COCc1ccc2c(c1)OCO2)C1CCCCC1 (stereo unspecified)	-4	0	/	-7	-1.2	1	/	-3.1	-4	0
Nc1nonc1C(=O)NCCNCc1cc(Br)ccc1OCc1ccc(F)cc1	-8	-1	/	-4	-1.0	1	2	0.4	2	1
Cc1cc[n+](-c2nc3ccccc3nc2[N-]S(=O)(=O)c2cccs2)cc1C	5	9	0	13	-0.7	1	-1	-0.5	-1	3
Cc1ccc(C)c(OCCCCCn2ccnc2)c1	-2	-1	4	-7	-1.8	-3	39	1.1	2	4
COc1ccc(CN2CCCC(C(=O)Nc3cccc(-n4cccn4)c3)C2)cc1 (stereo unspecified)	-14	-3	-3	1	-1.9	/	2	-0.4	-24	0
O=C(NCC1CCCO1)C(c1ccc(F)cc1)N(CC1CCCO1)C(=O)c1ccc(-c2ccccc2)[nH]1 (stereo unspecified)	-11	4	-1	0	-0.2	/	16	-2.5	-7	-2
Cc1cc2nc(-c3ccc(SCc4ccc(C(=O)O)cc4)nc3)[nH]c2cc1C	-1	2	3	16	/	4	-8	-2.5	22	-1
CC1(C)CC(=O)C(N=Nc2ccc(Cl)cc2)=C(O)C1	-5	10	-5	-3	-4.7	3	9	-0.8	13	3
COc1cc(/C=C(/C#N)C(=O)NCc2ccccc2)cc(OC)c1OC	0	3	1	13	-1.9	-4	5	-2.7	/	1
COc1cc(CNC(=O)CCCCCCC(C)C)ccc1O	-1	4	0	23	-0.4	-6	16	1.3	-2	-3
Cc1noc(C)c1CSCC(=O)N(C)CC(=O)Nc1ccccc1Br	0	9	0	-4	-1.4	-2	-5	0.0	-5	2

Screening data as filed in PubChem BioAssay.

No enrichment for hits (roughly 4.1% active in at least one column).
